# Source: PubChem BioAssay (NMMLSC)
# Myeloid diff MLP: compounds promoting myeloid differentiation | ER-HoxA9 myeloid progenitors, lysozyme-GFP differentiation, flow cytometry | AID 624256 | actives 1% (n = 360,000) | calls only at 10 µM;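 active = normalized GFP-positive differentiation at or above the plate's own cutoff, the solvent-only control mean plus 3 SD; inconclusive = no clear call, values can overlap the other calls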;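 note: cells exposed to compound for four days before flow analysis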
# Myeloid diff MLP GFP+ MAC1+ %: further read-out of Myeloid diff MLP, marked with its call; GFP+ MAC1+ double positive, %; measured here: differentiation confirmed by MAC1 staining
# * hit, by the source's call; i = inactive; ? = inconclusive; / = not tested or not shown; + = active, no number. Some of the compounds tested; the hit share may differ from the screen's.
no.	SMILES	Myeloid diff MLP GFP+ MAC1+ %	Myeloid diff MLP
1	COc1ccc(C=NN=C2c3ccccc3-c3ccccc32)cc1OC	0.7	i
2	CC1(c2nnnn2-c2ccc3c(c2)OCCO3)CCC(=O)N1Cc1ccc(F)cc1 (stereo not drawn)	1.3	i
3	O=C(Nc1ccc2c(c1)OCCO2)C(c1cc2ccccc2o1)N1CCN(c2ccc(F)cc2)CC1 (stereo not drawn)	1.5	i
4	NS(=O)(=O)c1ccc(CCNC(=O)CSc2nc3c(sc(=S)n3-c3ccccc3)c(=O)[nH]2)cc1	1.2	i
5	CC1(Cc2ccc(OC(F)(F)F)cc2)C(=O)Nc2ccc(S(=O)(=O)NC3CCCCC3)cc21 (stereo not drawn)	1.0	i
6	F[B-](F)(F)c1cncc2ccccc12	0.3	i
7	O=C(Nc1cccc(C(=O)N2CCOCC2)c1)C1CCCCC1	0.7	i
8	CN(C)c1ccc(-c2[nH][nH]c(=O)c2NC(=O)c2ccc3ccccc3n2)cc1	1.9	i
9	CCN(CC)C(=O)C1=C(C)N(CCCOC)C(=O)C(CC(=O)NCc2cccc3ccccc23)C1 (stereo not drawn)	1.2	i
10	Cn1ccc2c(N3CCCC3)cc3c(c21)C1CCC3C1 (stereo not drawn)	0.9	i
11	CCCS(=O)(=O)NC(=O)C1(C)CCCN(C(=O)c2cc(F)ccc2C)C1 (stereo not drawn)	1.5	i
12	O=C(NN=Cc1ccc(F)cc1)C1CC1	2.1	i

# Reprinted at random: 2 entries already listed
no.	SMILES	Myeloid diff MLP GFP+ MAC1+ %	Myeloid diff MLP
1	COc1ccc(C=NN=C2c3ccccc3-c3ccccc32)cc1OC	0.7	i
9	CCN(CC)C(=O)C1=C(C)N(CCCOC)C(=O)C(CC(=O)NCc2cccc3ccccc23)C1 (stereo not drawn)	1.2	i

# Continued:
no.	SMILES	Myeloid diff MLP GFP+ MAC1+ %	Myeloid diff MLP
13	CC1=C(C(=O)N(C)C)CC(CC(=O)NCCCCc2ccccc2)C(=O)N1Cc1ccc(C(C)(C)C)cc1 (stereo not drawn)	0.6	i
14	COc1ccc(Cn2cc(CN3CCS(=O)(=O)N(Cc4ccc(-c5cccc(Cl)c5)cc4)C(C)C3=O)nn2)cc1 (stereo not drawn)	0.6	i
15	CCOC(=O)/C=c1/s/c(=C/c2ccc3cc(OC)ccc3c2)c(=O)n1CC(=O)NCC1CCCO1 (stereo not drawn)	1.8	i
16	COc1ccc(C(=O)N2CCOCC2c2cc(C(=O)NCc3ccccc3)no2)cc1 (stereo not drawn)	2.0	i
17	CCOC(=O)C(=C1Nc2ccccc2N1)n1c(-c2ccco2)nc2ccccc21	0.5	i
18	CC1(C(=O)NC2CCN(Cc3ccccc3)CC2)CCN1CCc1ccccc1 (stereo not drawn)	0.1	i
19	CCOc1cc2c(cc1OCC)C(c1ccc(O)c(OC)c1)NCC2 (stereo not drawn)	3.7	i
20	CCOC(=O)c1c(C)[nH]c(C(=O)OCc2nc3ccsc3c(=O)[nH]2)c1C	0.0	i
21	COC(=O)[C@]12CCCCC=C1N(Cc1ccc(Cl)cc1Cl)C(=O)[C@H](CC(=O)NCc1ccccc1)C2	1.0	i
22	COc1ccc(CCNC(=O)Nc2nc(C(N)Cc3ccccc3)cs2)cc1OC (stereo not drawn)	2.3	i
23	c1ccc(CC(Cc2ccccc2)c2ccccn2)cc1	1.0	i
24	COc1ccccc1-c1cccc([C@@H]2C[C@H]3[C@H](CON3C)CN2C(=O)C(C)(C)C)c1	0.5	i
25	CCOc1ccc(Cl)cc1-c1cc(C(=O)Nc2ccc(OC)nc2)[nH]n1	1.9	i
26	O=C(NCc1ccccc1)c1cc(C2CCCCN2C(=O)c2cccs2)on1 (stereo not drawn)	1.0	i
27	CN1OC[C@@H]2CN(C(=O)Nc3ccccc3)[C@H](c3ccc(N4CCCCC4)cc3)C[C@@H]21	0.7	i
28	COc1ccc(-c2nc3c(C)cc(Br)cn3c2Cc2cccc(F)c2)cc1OC	0.8	i
29	O=C(C(=Cc1ccc(O)cc1)c1ccccc1)c1ccccc1	0.9	i
30	CCCCCCCCN1C(=O)[C@H](CC(=O)NCC23CC4CC(CC(C4)C2)C3)C[C@@]2(C(=O)OCC)CCC=C12	2.6	i
31	COCCCNC(=O)C[C@@H]1C[C@@]2(C(=O)OC)CC(C)(C)CC=C2N(Cc2ccc3c(c2)OCO3)C1=O	2.0	i
32	COc1ccc2cc(C#CC3=CC(=O)C[C@H](c4ccc(F)cc4)C3)ccc2c1	1.2	i
33	CC(C)(C)OC(=O)N(Cc1ccccc1)Cc1ccccc1OCc1cccc(NC(=O)C2CC2)c1	0.4	i
34	CCN(Cc1ccncc1)C(=S)Nc1ccccc1C	1.1	i
35	Cc1c(C(=O)N(C)Cc2ccc(F)cc2)sc(=O)n1Cc1ccccc1C#N	1.5	i
36	O=C(Nc1ccc(S(=O)(=O)NC2=NCCCCC2)cc1)c1cccc(OC(F)F)c1	0.7	i
37	O=C(c1cn(-c2ccccc2)nc1-c1cccnc1)N1CCN(S(=O)(=O)c2ccc(Cl)cc2)CC1	1.5	i
38	CCCCCCN1C[C@@H](O)[C@H](n2cc(COC(=O)c3ccccc3)nn2)C[C@@H]1c1ccc(C)cc1	0.9	i
39	COC(=O)C1(C(=O)OC)C[C@H](/C=C/c2ccccc2)N(Cc2ccccc2OC)[C@@H]1c1cccc(Br)c1	1.3	i
40	CNc1nc(NCCOc2ccccc2)c2sccc2n1	0.5	i
41	O=C(Nc1ccccc1)c1cc(C2CCCN(C(=O)C/C=C/c3ccccc3)C2)on1 (stereo not drawn)	1.1	i
42	CC(=O)C1CCC2C3CCC4=CC(=O)CCC4(C)C3(Br)C(=O)CC12C (stereo not drawn)	0.7	i
43	Cc1cn([C@H]2C[C@H](O)[C@@H](/C=C/C(=O)NCCc3ccc4ccccc4c3)O2)c(=O)[nH]c1=O	1.7	i
44	C[C@H]1CN([C@@H](C)CO)C(=O)CCCn2nncc2CO[C@@H]1CN(C)C(=O)c1ccncc1	2.0	i
45	CC1=C(C(=O)N(C(C)C)C(C)C)CC(CC(=O)NCc2cccc3ccccc23)C(=O)N1Cc1ccccc1 (stereo not drawn)	1.3	i
46	O=C(Nc1ccc(NS(=O)(=O)c2ccccc2)c(Cl)c1)c1ccccc1	0.7	i
47	CNC(=O)C1Cc2c(-c3ccc4c(c3)OCO4)ccnc2O1 (stereo not drawn)	0.8	i
48	CC12CCCC(CC(=O)O)(C1)NC(=O)C2 (stereo not drawn)	0.8	i
49	Cc1cccc(NS(=O)(=O)c2ccc(C)c(C(=O)N3CCN(C(=O)c4ccco4)CC3)c2)c1	0.2	i
50	CN1C(=O)c2c(C(=O)Nc3ccc(Oc4ccncc4)cc3)[nH]c(-c3ccccc3)c2C1=O	0.6	i
51	COc1ccc(N2CSC(=S)N(c3ccc(OC)cc3)C2)cc1	0.4	i
52	O=C(c1cccs1)N1CCN(Cc2nc(-c3ccccc3)no2)CC1	0.8	i
53	Cc1ccccc1C1N=C2Oc3ccccc3C=C2C(=O)N1 (stereo not drawn)	/	?
54	COC(=O)[C@@]12C[C@@H](CC(=O)N3CCCCC3)C(=O)N(Cc3ccco3)C1=CCC(C)(C)C2	2.1	i
55	CCN(CC)C(=O)C1=C(C)N(Cc2ccc(F)cc2)C(=O)C(CC(=O)NCC2CCCCC2)C1 (stereo not drawn)	1.3	i
56	Cc1ccc2c(C)c(C(=O)Nc3cccnc3)oc2c1C	0.4	i
57	CN(c1ccccc1)S(=O)(=O)c1ccc(C(=O)Nc2cccc(S(=O)(=O)N3CCOCC3)c2)cc1	1.3	i
58	COc1cccc(/C=C/C(=O)OCC(=O)Nc2ccc3c(c2)OCCO3)c1	1.1	i
59	CC1(C(=O)NS(=O)(=O)c2ccccc2Cl)CCN1C(=O)CCc1ccccc1 (stereo not drawn)	0.5	i
60	COc1ccc(Br)cc1C1=CC(=O)C[C@H](c2ccc(F)cc2)C1	0.5	i
61	CC(C)CC1NC(=O)c2cccnc2-n2c1nc1cc(F)ccc1c2=O (stereo not drawn)	0.9	i
62	CCCN(CC(=O)NC(=O)NCc1ccccc1)CC(=O)Nc1ccc(F)c(F)c1F	0.6	i
63	COC(=O)c1ccc2nc(-c3ccc(Cl)cc3)c(Cc3ccccc3OC)n2c1	1.2	i
64	COc1ccc(C2CC(c3cccc(OC)c3)=NN2c2ccc(S(N)(=O)=O)cc2)cc1 (stereo not drawn)	8.9*	+
65	C=C1C(=O)C23C(O)C1CCC2C12COC3(O)C(O)C1C(C)(C)CCC2O (stereo not drawn)	/	?
66	CC1(C(=O)NS(=O)(=O)c2ccc(Cl)cc2)CCN1C(=O)C1CCCCC1 (stereo not drawn)	0.5	i
67	Cc1nnc2sc(SCC(=O)N3CCc4ccccc43)nn2c1=O	0.6	i
68	Cc1ccc(C)c(NCCCCC(=O)O)c1	0.6	i
69	CCc1nn(CC(=O)NCCCN2CCOCC2)c(=O)c2cc3c(OC)cccc3n12	/	?
70	CSc1nc(SCc2ccccc2)[nH]c(=O)n1	0.3	i
71	CC(C)CC(N)c1csc(Nc2cnccn2)n1 (stereo not drawn)	1.8	i
72	CCc1nc2c(OCc3ccc(C(=O)OC)cc3)cccn2c1N(C)C(=O)CC(C)C	1.0	i

# (list continues)
no.	SMILES	Myeloid diff MLP GFP+ MAC1+ %	Myeloid diff MLP
73	OC(c1cccc(Cl)c1)c1ncc(-c2cccc3ccccc23)[nH]1 (stereo not drawn)	0.7	i
74	COc1cccc2oc(CCc3ccccc3)cc(=O)c12	1.4	i
75	CSC1=NC=C(C#N)C2=NC(c3c(Cl)cccc3Cl)NN12 (stereo not drawn)	1.2	i
76	C=CCN1C(c2cccc(C(F)(F)F)c2)=CS/C1=C(\C#N)c1nnc(N2CCOCC2)n1-c1ccccc1	0.6	i
77	c1csc(CNc2nc(NCC3CCCCC3)c3sccc3n2)c1	1.4	i
78	O=C(NCc1ccccc1)C1c2ccccc2OCC(=O)N1CC(F)(F)F (stereo not drawn)	1.5	i
79	CCOc1ccc(Cl)cc1-c1cc(C(=O)Nc2ccc(F)cc2)[nH]n1	0.6	i
80	CSc1ccc(CNC(=O)C2(C)CCN2C(C)C)cc1 (stereo not drawn)	2.2	i
81	Cn1nc(C#N)c(=O)[nH]c1=O	1.4	i
82	O=C(NN=Cc1ccc2c(c1)OCO2)c1ccc([N+](=O)[O-])cc1	1.0	i
83	CSc1ccc(C(O)c2ncc(-c3ccccc3F)[nH]2)cc1 (stereo not drawn)	0.7	i
84	Cc1ccc(C(=O)Nc2nnc([C@H]3C[C@H](O)[C@@H](CO)O3)s2)cc1	0.2	i
85	CC1C(=O)N(Cc2cn(CCC3OCCCO3)nn2)CCS(=O)(=O)N1Cc1ccc(-c2cccc(N(C)C)c2)cc1 (stereo not drawn)	0.0	i
86	CCC(CC)C(=O)Oc1c(C(=O)N(C)C)cccc1-c1ccccc1	0.6	i
87	COc1ccc(C(O)c2nc(-c3ccoc3)cs2)cc1 (stereo not drawn)	0.2	i
88	Nc1nc(Cl)nc2c1ncn2C1OC(CO)C(O)C1O (stereo not drawn)	6.5	i
89	O=C(NC(c1ccc2ccccc2n1)c1cccs1)C1CCN(Cc2cccc(C(F)(F)F)c2)CC1 (stereo not drawn)	1.3	i
90	C[C@H]1CNC(=O)c2c(C(=O)NC3CCN(C(=O)OC(C)(C)C)CC3)ncn21	0.8	i
91	CC1(C(=O)Nc2ccc(F)c(Cl)c2)Cc2c(-c3ccccc3)ccnc2O1 (stereo not drawn)	0.8	i
92	O=C(c1ccc(F)cc1)N1CCC(C(=O)N2CCCc3ccccc32)CC1	1.5	i
93	CCCS(=O)(=O)NC(=O)C1(C)CCCN(C(=O)c2c(F)cccc2F)C1 (stereo not drawn)	1.5	i
94	CCCCCCCCN1C(=O)[C@H](CC(=O)N2CCCCC2)C[C@@]2(C(=O)OC)CC(C)(C)CC=C12	3.5	i
95	CCCc1nc2ccccc2n1C(CC)C(=O)NC(C)(C)C (stereo not drawn)	5.8	i
96	OC(c1ccc(F)cc1)c1ncc(-c2ccccc2F)[nH]1 (stereo not drawn)	0.6	i

# Entries from the list above that contain a COOH group, in the order listed:
no.	SMILES	Myeloid diff MLP GFP+ MAC1+ %	Myeloid diff MLP
48	CC12CCCC(CC(=O)O)(C1)NC(=O)C2 (stereo not drawn)	0.8	i
68	Cc1ccc(C)c(NCCCCC(=O)O)c1	0.6	i

# Following part:
no.	SMILES	Myeloid diff MLP GFP+ MAC1+ %	Myeloid diff MLP
97	CCCCNC(=O)c1nc(C2CCN(S(=O)(=O)c3ccc(F)c(F)c3)CC2)oc1-c1ccccc1	0.6	i
98	CNc1nc(Oc2cccc(F)c2)c2sccc2n1	1.9	i
99	CN(CCc1ccccc1)C(=O)c1cccc(NC(=O)Cc2cccc(NC(=O)C3CCCN(C(=O)CCc4ccccc4)C3)c2)c1 (stereo not drawn)	1.1	i
100	COc1ccccc1NC(=O)N(C)C[C@@H]1OCc2cnnn2CCCC(=O)N([C@@H](C)CO)C[C@@H]1C	0.3	i
101	Cc1cccc(C)c1NC(=O)CN1CCN(C(=O)c2cc(C3CC3)nn2-c2ccccc2)CC1	1.4	i
102	CCOC(=O)C(C#N)(Cc1ccc2ccccc2n1)Cc1ccc2ccccc2n1	1.3	i
103	O=S1(=O)c2c(Oc3cccc4ccccc34)cccc2OC(COCc2ccccc2)CN1C1CCCC1 (stereo not drawn)	0.8	i
104	O=C(NCc1ccccc1)C(C1CC1)n1c(-c2cccs2)nc2ccccc21 (stereo not drawn)	3.3	i
105	Cc1ccc(NC(=S)NNC(=S)Nc2ccc(C)cc2)cc1	0.7	i
106	O=C1CCC[C@@H]2Cc3nc4cc5c(cc4cc3[C@@H]3CCN1[C@H]23)OCO5	1.6	i
107	CCOC(=O)C1=C(Nc2ccc(OC)cc2)C(N)=NC1=N	/	?

# Values in list order from above.
# Myeloid diff MLP GFP+ MAC1+ %, entries 87–98, in order: 0.2, 6.5, 1.3, 0.8, 0.8, 1.5, 1.5, 3.5, 5.8, 0.6, 0.6, 1.9
# Myeloid diff MLP, entries 87–98, in order: i, i, i, i, i, i, i, i, i, i, i, i
